S100A4 MyoIIA: blocks human S100A4 binding to myosin IIA peptide. P26447. S100A4/TAMRA-MyoIIA peptide fluorescence polarization. inhibition, % at 10.7 µM. 360,000 tested, 0.14% active;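 active = mean inhibition of at least 70% across replicates, with every replicate also reaching that level; inconclusive = mean inhibition reaches 70% but some replicates fall short; inactive = mean inhibition below 70%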
Target sequence (P26447 whole entry, looked up): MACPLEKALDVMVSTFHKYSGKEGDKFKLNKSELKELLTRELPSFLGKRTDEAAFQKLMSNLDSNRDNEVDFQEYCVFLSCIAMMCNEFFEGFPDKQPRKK
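assay system = human S100A4 monomer with TAMRA-labelled myosin IIA peptide | also added = labelled myosin peptide probe, 5 nM | incubation = 5 min between mix addition and reading | control set = DMSO and TFP controls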
FN deposit inh: fibronectin deposition inhibition. inhibition, % at 12.6 µM. AH1F fibroblasts, Alexa488-fibronectin deposition fluorescence, overnight. AID 743247. 350,000 tested, 0.086% active;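 active = mean inhibition across replicates of 30% or more, regardless of how many single replicates reach that level; inconclusive = mean under 30% yet at least half of replicates reach 30%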;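 also: positive control wells lacked labelled fibronectin entirely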
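Assay system: AH1F fibroblasts assembling fluorescent fibronectin matrix; Amount: 10000 AH1F cells per well; Buffer or medium: DMEM, 2% serum; Probe or stimulus: Alexa488-fibronectin, 24 nM final in well; Doses: single compound dose, delivered by pin transfer; Incubation: 1 h adhesion, overnight exposure; Measured by: fluorescence 485/525 nm; Read-out: fibronectin deposition inhibition.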
LGR2 antag: inhibitors of bursicon-induced Drosophila LGR2 receptor cAMP signaling; 380,000 tested, 0.35% active; HEK293 LGR2, CRE-luciferase, bursicon-stimulated, 4 h; inhibition, % at 9.99 µM;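 active = drop in luminescence signal, shown as inhibition above about 50% in the replicate tests, limit read from the data, passing the limit was not always enough; inconclusive = probably only some replicates passing the limit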;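 also: agonist challenge used bursicon conditioned medium at about half maximal strength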
SIRT5 block: inhibitors of human sirtuin-5 desuccinylase | AID 652115 | Q9NXA8 | inhibition, % at 15 µM | Purified SirT5, succinyl-peptide AMC, trypsin-coupled fluorescence | 330,000 tested, 1.1% active; in the data active = inhibition above about 15%; inconclusive = no clear call, values can overlap the other calls
Target sequence (Q9NXA8 whole entry, looked up): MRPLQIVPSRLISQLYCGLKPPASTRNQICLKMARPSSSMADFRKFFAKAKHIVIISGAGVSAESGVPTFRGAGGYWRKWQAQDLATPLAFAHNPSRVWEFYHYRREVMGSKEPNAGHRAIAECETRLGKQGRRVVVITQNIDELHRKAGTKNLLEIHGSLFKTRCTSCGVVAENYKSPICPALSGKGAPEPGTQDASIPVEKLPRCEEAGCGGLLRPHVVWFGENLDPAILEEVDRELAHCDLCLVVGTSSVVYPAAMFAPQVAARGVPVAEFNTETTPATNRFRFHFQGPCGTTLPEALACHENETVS
Casp6 inh: caspase-6 (human) enzyme inhibition | purified caspase-6, Z-VEID-R110 cleavage fluorescence | inhibition, % at 12.5 µM | 350,000 tested, 0.53% active | AID 686996;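 active = mean inhibition across replicates at least about 35%, with every replicate also reaching that limit, limit read from the data; inconclusive = only one of the two criteria met; inactive = neither criterion met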;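 also: 0% = median of neutral control wells and 100% = no fluorescence left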
Target sequence (P55212 24-179 limits assumed): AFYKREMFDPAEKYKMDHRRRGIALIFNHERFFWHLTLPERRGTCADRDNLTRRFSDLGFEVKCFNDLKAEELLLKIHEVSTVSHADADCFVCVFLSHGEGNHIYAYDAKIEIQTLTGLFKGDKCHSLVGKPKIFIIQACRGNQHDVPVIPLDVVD
Target sequence (P55212 194-293 limits assumed): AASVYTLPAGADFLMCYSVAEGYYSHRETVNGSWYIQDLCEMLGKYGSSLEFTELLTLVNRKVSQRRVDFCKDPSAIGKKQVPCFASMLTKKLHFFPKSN
Statin myotox sup: suppressors of simvastatin-induced myotoxicity in C2C12 myotubes | AID 602340 | ATP luminescence, 48 h; scaled: DMSO 0, geranylgeraniol control 100 | rescue of ATP level, % at 7.49 µM | 330,000 tested, 0.78% active;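 active = mean ATP rescue above about 67%, or every replicate alone reaching that limit, limit read from the data, passing the limit was not always enough; inconclusive = no clear call, values can overlap the other calls; inactive = mean under the limit and some replicate under it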;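 also: myotubes were challenged with 10 µM simvastatin during compound exposure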
esBAF inh: inhibitors of esBAF chromatin remodeling in mouse ES cells | Bmi1-luciferase knock-in reporter, 24 h; 100% = twice the neutral-well signal | reporter increase, % at 12.5 µM | 350,000 tested, 2% active | AID 602393; in the data active = activation above about 40%; inconclusive = no clear call, values can overlap the other calls;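 also: 0% = median of the plate's neutral control wells and 100% = double that signal; a rise in the Bmi1 reporter signal indicates esBAF inhibition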
The depositor's hits bear a star; ? = inconclusive; · = no result given.

SMILES | S100A4 MyoIIA | FN deposit inh | LGR2 antag | SIRT5 block | Casp6 inh | Statin myotox sup | esBAF inh
CCCN1[C@@H]2c3ccc(-c4ccccc4F)c(=O)n3C[C@@H]2[C@@H](CO)[C@@H]1C(=O)N1CCN(C)CC1 | 2.3 | · | 5.8 | 1.3 | 0.3 | -29.8 | 2.3
CC1(NC(=O)Cc2c(F)cccc2Cl)CCS(=O)(=O)C1 (stereo not drawn) | 9.9 | -5.5 | 19.9 | -0.1 | 2.2 | 6.0 | 3.5
Cc1ccc(NC(=O)COC(=O)CN2C(=O)NC3(CCCC3)C2=O)cc1S(=O)(=O)N(C)C | -1.3 | 6.3 | · | -0.3 | 2.0 | -1.5 | -14.6
COc1ccc(S(=O)(=O)Nc2ccc3c(c2)C(=O)N([C@@H](C)CO)C[C@@H](C)[C@H](CN(C)Cc2ccc4c(c2)OCO4)OCCCC[C@H](C)O3)cc1 | 1.6 | -3.2 | -10.8 | 2.1 | -1.0 | -53.9 | -11.5
C/C(=N\NC(=O)c1sccc1C)c1ccncc1 | 0.3 | · | -53.7 | -1.5 | -0.7 | · | ·
CCOc1ccc(C(C)=O)cc1COC(=O)c1cnc(Cl)c(Cl)c1 | -2.4 | -6.2 | · | -1.2 | -5.2 | · | ·
O=C(O)CCCNC(=O)OCc1ccccc1 | · | 0.6 | · | · | · | -3.6 | -1.2
COc1ccc(-n2c(O)c(/C=N/NS(=O)(=O)c3cccc([N+](=O)[O-])c3)c3ccccc3c2=O)cc1OC | -89.2 | -3.4 | 2.7 | 12.2 | 25.8 | -3.2 | -6.4
CNC[C@H]1Oc2ccc(NS(=O)(=O)c3ccccc3)cc2C(=O)N([C@@H](C)CO)C[C@H]1C | -13.8 | · | 12.8 | -3.8 | 2.4 | -2.0 | -1.8
CCC(=O)Nc1cc(=O)[nH]c2ncnn12 | · | -5.7 | · | · | · | 8.6 | -0.4
O=C(CNc1cccc(C(F)(F)F)c1)N/N=C/c1ccccc1C(=O)O | 0.4 | 10.5 | -15.8 | 1.0 | 0.6 | 1.4 | 2.7
CN(C)c1ccc(S(=O)(=O)N2CCCCC2)cc1NC(=O)C1=COCCO1 | -0.8 | · | -18.3 | -2.6 | 2.8 | -7.1 | -7.6
COc1ccc(S(=O)(=O)N2CCC(C(=O)NCCC(=O)NCc3cccnc3)CC2)cc1 | -2.5 | -7.8 | -6.4 | 0.9 | -1.7 | 5.1 | -3.7
O=[N+]([O-])c1cccc(/C=N/Nc2nccnc2Cl)c1 | · | 10.0 | · | · | · | -40.9 | 34.9
Cc1ccc(OCC(=O)N2CC(C)CC(C)C2)c([N+](=O)[O-])n1 (stereo not drawn) | -2.8 | 0.9 | -18.7 | -2.0 | 3.4 | 1.2 | 7.1
OCC1(Cc2ccccc2)CCCN(Cc2cnn(-c3ccccc3)c2)C1 (stereo not drawn) | -3.1 | -0.4 | 37.9 | -5.9 | -0.9 | -3.8 | 9.4
COc1ccc(C(=O)CSc2cc(C)[nH]c(=O)n2)cc1 | 10.1 | -4.0 | -50.0 | -0.6 | 6.3 | -6.4 | 6.8
COc1ccc(CN(C)C(=O)CNC(=O)c2cccs2)c(OC)c1 | 8.2 | 0.7 | -4.8 | -3.6 | 0.9 | -6.7 | -1.5
CC(C)c1ccc(NS(=O)(=O)c2ccc3c(c2)oc(=O)n3C)cc1 | -4.4 | -4.6 | 1.4 | -5.3 | 1.7 | 4.1 | 2.6
COc1ccc(C(=O)C(C)C(C)=O)c(OCc2ccccc2)c1OC (stereo not drawn) | -2.3 | -7.6 | -29.3 | -1.3 | -1.0 | -1.0 | -8.3
COc1ccc(S(=O)(=O)Nc2ccc3c(c2)C(=O)N([C@H](C)CO)C[C@H](C)[C@@H](CN(C)S(=O)(=O)c2ccc(C)cc2)OCCCC[C@@H](C)O3)cc1 | -11.4 | 2.7 | 10.6 | 13.1 | -1.3 | · | 5.2
CCOC(=O)Cc1csc(NC(=O)COc2cccc(C)c2)n1 | 1.6 | 1.7 | 13.9 | 6.7 | -2.3 | · | ·
Cc1cccc(-c2ccc3[nH]c4c(c3c2)CCN2C[C@@H]([C@H](C)OC(=O)Nc3ccccc3C)[C@@H](N(C)C(=O)Nc3ccccc3C)C[C@@H]42)c1 | -16.3 | -7.5 | 10.3 | 2.8 | -7.2 | -12.3 | -11.8
CNC(=O)C[C@H]1CC[C@@H]2[C@@H](COc3ccc(NC(=O)NC4CCCC4)cc3C(=O)N2C)O1 | 7.7 | -22.1 | -15.3 | -15.4 | -1.3 | 6.4 | 3.5
Cc1sc2nc(SCC(=O)Nc3cccc(C(=O)O)c3)[nH]c(=O)c2c1C | -4.2 | -1.8 | -1.1 | -3.6 | 7.3 | 9.0 | 7.6
CCC(=O)N1[C@H](CO)[C@H](c2ccccc2)C12CN(C(=O)c1ccncc1)C2 | -4.9 | 1.4 | -4.3 | 2.8 | -1.7 | · | ·
CC(=O)Nc1cccc(NC(=O)CSc2nc3c(=O)n(C)c(=O)n(C)c3n2C)c1 | 11.1 | 11.2 | -9.7 | 2.9 | 6.0 | 17.7 | -1.9
O=C(C[C@@H]1C/C=C\CC[C@@H](Cc2ccc(F)cc2)C(=O)OC[C@@H](Cc2ccccc2)NC1=O)NCCO | -0.9 | 6.8 | -6.2 | · | -0.7 | 2.9 | -5.5
COc1ccc(N(CC(=O)NCc2ccc(Cl)cc2)S(=O)(=O)c2ccccc2[N+](=O)[O-])c(OC)c1 | -5.4 | -5.7 | 1.5 | -2.1 | -1.5 | · | ·
COc1cccc2c1Oc1ncccc1N(C(=O)CCC(=O)NCc1ccccc1F)C2 | -3.6 | -16.3 | 11.7 | 1.2 | 4.5 | 2.4 | -3.1
CSc1ccccc1C(=O)N1CCC(CCC(=O)NCc2ccc(F)cc2)CC1 | 0.5 | -2.4 | -6.9 | -1.0 | -0.6 | · | ·
C[C@H]1CN([C@@H](C)CO)C(=O)c2cccc(NC(=O)Nc3cccc4ccccc34)c2O[C@@H]1CN(C)S(C)(=O)=O | -12.5 | · | 0.0 | -0.9 | -1.8 | -9.1 | 4.3
Cc1nnc(NC(=O)CSc2nnc(NC(=O)C(C)(C)C)s2)s1 | -1.1 | · | 11.9 | -0.5 | 5.1 | 7.6 | 6.6
O=C(Nc1cc(Cl)ccc1N1CCOCC1)c1cc2ccccc2o1 | 1.0 | 13.1 | -11.7 | -4.3 | -1.0 | -9.8 | -6.6
CC1=C(C(=O)OCc2cc(C)on2)N2C(=O)[C@@H](NC(=O)OCc3cc(C)on3)[C@H]2SC1 | -1.7 | -7.9 | -12.9 | -8.4 | 4.6 | 1.3 | 5.1
COc1cc(S(=O)(=O)N2CCCCC2)ccc1NC(=O)Cc1ccccc1 | -5.6 | · | -16.4 | 4.9 | -2.1 | 1.4 | 3.3
COc1ccccc1NC(=O)N[C@H]1CC[C@H](CCNS(=O)(=O)c2ccc(C)cc2)O[C@@H]1CO | 5.2 | · | 23.1 | 3.1 | 2.5 | · | ·
CCc1ccc(OC(=O)c2cccnc2)cc1 | 0.6 | -1.8 | 15.8 | -1.2 | 2.6 | 4.8 | -5.7
CCc1nnc(NC(=O)CSc2nnc(CSc3nc(C)cc(C)n3)n2C)s1 | · | 7.0 | · | · | · | 1.8 | -5.4
C/C(=N\NC(=O)c1nnn(-c2nonc2N)c1CSc1ccc(Cl)cc1)c1cccnc1 | -4.3 | -0.4 | -9.3 | 1.1 | 0.1 | -14.1 | 0.7
COc1ccccc1NC(=O)COc1ccc(C(=O)OCC(=O)N(C(C)C)C(C)C)cc1OC | · | 6.0 | · | · | · | -4.5 | 2.4
CCOc1ccc(S(=O)(=O)NCc2cccnc2)c2ccccc12 | -4.0 | 2.6 | -30.6 | -3.5 | -1.3 | 7.4 | 3.9
Cc1ccc(C2C(C(=O)c3sc(C)nc3C)=C(O)C(=O)N2CCN(C)C)o1 (stereo not drawn) | -1.2 | · | -8.8 | 1.5 | -1.8 | 1.5 | -2.1
O=C(Cc1c[nH]c2ccccc12)NCc1cccs1 | -0.7 | -7.8 | 11.2 | -1.9 | -3.8 | 3.4 | 8.0
O=C(OC(c1ccccc1)c1nccc2ccccc12)c1cccc([N+](=O)[O-])c1 (stereo not drawn) | 7.3 | -9.4 | -47.9 | -1.8 | -1.9 | · | ·

A run of entries from further up, for reference:
SMILES | S100A4 MyoIIA | FN deposit inh | LGR2 antag | SIRT5 block | Casp6 inh | Statin myotox sup | esBAF inh
CSc1ccccc1C(=O)N1CCC(CCC(=O)NCc2ccc(F)cc2)CC1 | 0.5 | -2.4 | -6.9 | -1.0 | -0.6 | · | ·
C[C@H]1CN([C@@H](C)CO)C(=O)c2cccc(NC(=O)Nc3cccc4ccccc34)c2O[C@@H]1CN(C)S(C)(=O)=O | -12.5 | · | 0.0 | -0.9 | -1.8 | -9.1 | 4.3

The list goes on:
SMILES | S100A4 MyoIIA | FN deposit inh | LGR2 antag | SIRT5 block | Casp6 inh | Statin myotox sup | esBAF inh
Cc1ccc(S(=O)(=O)NCC(=O)N(CC(=O)NCC2CCCO2)c2cccc(F)c2)cc1 (stereo not drawn) | 2.9 | -1.5 | 4.1 | · | 1.4 | -0.7 | -3.7
CCOC(=O)c1ccc(Nc2ncccc2[N+](=O)[O-])cc1 | 2.3 | -0.4 | -41.7 | -0.6 | -5.8 | 7.6 | ?
CC(C)(C)[C@@H]1C=C(C(=O)NCc2nc3ccccc3[nH]2)O[C@H](OCc2ccc(CO)cc2)C1 | -1.6 | · | · | 5.9 | 2.6 | · | ·
CC(NC(=O)CCCCCN1C(=O)c2ccccc2C1=O)c1ccc2c(c1)CCCC2 (stereo not drawn) | -4.9 | · | 7.5 | 0.7 | 1.8 | 19.2 | 0.3
CN(C)c1ncnc(N(C)C)c1[N+](=O)[O-] | 2.5 | 5.1 | -12.8 | 8.0 | -0.5 | 0.1 | 0.2
C[C@@H]1CN([C@H](C)CO)C(=O)c2cc(-c3ccc(F)cc3)cnc2O[C@@H]1CN(C)C(=O)Cc1ccccn1 | 34.7 | 1.9 | 5.1 | -3.1 | -0.7 | -6.4 | -2.2
COCCCNC(=O)C[C@H]1C[C@H](C(=O)N2CCOCC2)[C@@]2(C)c3[nH]c4ccc(Cl)cc4c3CCN2C1=O | -10.2 | 14.0 | 6.0 | -4.2 | 3.1 | 2.2 | 3.1
C[C@@H]1CN([C@@H](C)CO)C(=O)c2cccc(NS(=O)(=O)c3ccc(F)cc3)c2O[C@@H]1CN(C)S(=O)(=O)c1ccc(Cl)cc1 | -24.4 | · | 3.6 | 2.9 | -0.6 | · | -2.7
O=C(OCc1c(-c2ccccc2)ncc2ccccc12)c1ccccc1C(F)(F)F | -4.5 | -3.4 | -7.8 | 0.3 | -2.0 | -4.6 | -1.3
CCOc1ccccc1NC(=O)N1CCCC(c2nc(-c3ccc(C)o3)no2)C1 (stereo not drawn) | -3.2 | -14.6 | 16.2 | -0.6 | -0.8 | · | ·
CCCc1cn(CC[C@@H]2CC[C@H](NS(=O)(=O)c3ccc(-c4ccccc4)cc3)[C@H](CO)O2)nn1 | -4.9 | · | -13.7 | 6.3 | -3.3 | 9.5 | 18.5
CCOC(=O)Nc1ccc(S(=O)(=O)N2CCOCC2)cc1 | · | 2.9 | · | · | · | 3.6 | -6.8
OC1CCCCC1 | -1.4 | · | -5.1 | · | 3.5 | -3.8 | -0.5
COc1ccc(N(C)S(=O)(=O)c2cccc(C(=O)OCC(=O)Nc3cc(C)ccc3OC)c2)cc1 | -3.3 | -1.5 | 2.1 | -1.2 | -0.5 | 8.9 | -2.2
Cc1ccccc1SCC(=O)OCC(=O)Nc1ccc(N(C)C)cc1 | -1.3 | -15.3 | 21.9 | -1.1 | 1.4 | · | ·

Assay outcomes as filed in PubChem BioAssay.

Only part of the results is shown (hit frequency here may not be typical).
